Screens from PubChem BioAssay.
TTR transcr act – TTR transcription activation, primary screen; SH-SY5Y TTR promoter Gaussia luciferase, luminescence; 100% = recombinant luciferase protein wells; activation, % at 16.7 µM; actives 1.3% (n = 92,000);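 active = activation above the mean of all tested compounds plus 3 SD, cut at about 9.5% in these data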;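 also: cells exposed to compounds for one day before reading; 0% = median of all test compound wells on the plate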
Numbers without * were called inactive.

TTR transcr act	smiles
-2.5	Cc1ccccc1N(CC(=O)NC1CCCC1)C(=O)CS(=O)CC(=O)Nc1ccc2c(c1)OCO2 (stereo not drawn)
-0.5	CC(C)NC(=O)N(C)C[C@@H]1OCc2cnnn2CCCC(=O)N([C@@H](C)CO)C[C@H]1C
0.7	CC(=O)c1ccc(OC(=O)C2c3ccccc3Oc3ccccc32)cc1
-2.8	O=C(Nc1ccc2c(c1)CCC2)Nc1ccccc1Cl
-1.9	CCCS(=O)(=O)n1nc(-c2ccccc2)cc1N
-0.7	CCOc1ccc(CCNC(=O)C2CCCCC2)cc1OCC
-1.6	CC(C)Cn1c(SC(C)C(=O)Nc2ccc(N3CCOCC3)cc2)nc2ccccc21 (stereo not drawn)
-3.3	CC(C)(C)OC(=O)NCCCCCNC(=O)c1[nH]cnc1C(=O)Nc1cc(Br)ccc1F
0.7	Clc1nc(NCCc2ccccc2)c2cn[nH]c2n1
0.8	O=C(Cc1cccc(NC(=O)C2CCCN(C(=O)C3CC3)C2)c1)Nc1ccc(C(=O)N2CCCCC2)cc1 (stereo not drawn)
-0.3	O=S(=O)(c1ccc(Br)s1)N1CCc2ccccc2C1
0.0	Cc1ccccc1OCCC(=O)N(CC(=O)Nc1ccccc1C(F)(F)F)Cc1ccco1
-1.4	CCOC(=O)c1ccc(NC(=O)CCc2nnc3ccc(N4CCCC4)nn23)cc1
1.2	CC(C)NC(=O)c1cc(C2CCCCN2S(=O)(=O)c2cccs2)on1 (stereo not drawn)
0.0	Cc1ccc(NC(=O)C(C)S)cc1 (stereo not drawn)
-1.9	Cc1ccc2c(c1)N(C(=O)c1ccco1)C(C)(C)c1ssc(=S)c1-2
1.4	CC(C)(C)OC(=O)N1CCC(c2c(C(=O)O)cnn2-c2ccccc2Cl)CC1
-3.9	N#C/C(=N\Nc1ccc(Cl)cc1)C(=O)c1ccsc1
-1.2	CC1=C(C(=O)Nc2ccccc2)C(c2cccs2)n2nnnc2N1 (stereo not drawn)
-1.6	CCOc1ccc(CNC(=S)NCc2ccc(OCC)cc2)cc1
-0.5	COc1cccc(CNC(=O)[C@@H]2CCCN2C(=O)[C@H]2CCCCN2C(=O)c2ccc(Cl)cc2)c1
3.0	Cc1ccc(N(CC(=O)Nc2c(C)n(C)n(-c3ccccc3)c2=O)S(C)(=O)=O)cc1C
4.8	COc1ccc(-c2nnc(NC(=O)c3cc(C)on3)s2)cc1
2.7	Cn1cc2ccc([N+](=O)[O-])cc2n1
-1.7	CCc1cc(C(=O)c2ccc(OC)cc2)c(N)s1
-0.4	COc1cccc(NC(=O)N2CCCC2)c1
3.7	Cc1ccc(C(=O)NCc2ccco2)cc1S(=O)(=O)N1CCCCC1
11*	COCC(=O)Nc1cc(=O)n(C)c(=O)n1C
0.8	CNS(=O)(=O)c1ccc(NC(=O)c2ccc(Cl)cc2Cl)cc1
-2.0	CCN(CC)c1ccc2oc(=O)c(C)nc2c1
2.2	N#Cc1ccccc1NC(=O)C1SC(=Nc2ccccc2)C(C(=O)Nc2ccc(Cl)cc2)=C1N (stereo not drawn)
-0.7	CCOC(=O)c1c(NC(=O)CSc2nnc(C)o2)sc(C)c1C
0.9	CC(C)(C)C(=O)Nc1ccc(Cc2ccncc2)cc1
-3.3	Cc1nn2c(NCc3cccnc3)c3c(nc2c1-c1ccccc1)CCC3
-0.2	CCOC(=O)/C=C/C(=O)Nc1ccc(S(=O)(=O)Nc2cc(OC)nc(OC)n2)cc1
-0.1	Cc1cccc(N(CC(=O)N/N=C/c2ccc(C(=O)O)cc2)S(=O)(=O)c2ccccc2)c1C
-1.7	Cc1ccc(C(=O)NCCSC2CCCCC2)cc1S(=O)(=O)Nc1ccccc1
-0.8	O=C(CSc1ccc2c(c1)OCCO2)NC(=O)Cc1ccccc1
0.4	Cc1cccc(C(=O)N/C(=C\c2ccc(C)o2)C(=O)O)c1
0.3	O=c1c(-c2ccc(O)cc2)coc2c([C@@H]3O[C@H](CO)[C@@H](O)[C@H](O)[C@H]3O)c(O)ccc12
0.0	C=C(C)C(COc1c2occc2cc2ccc(=O)oc12)OC(C)(C)C(O)COc1c2occc2cc2ccc(=O)oc12 (stereo not drawn)
-0.3	CCOc1ccc(CN(CC)C(=O)Cc2c[nH]c3ccccc23)cc1OC
1.0	Cc1cc(O)c(N=Nc2ccc(C(=O)O)cc2)cc1C
0.5	CSc1ncccc1C(=O)N1CCCC(CCC(=O)NCc2ccccc2F)C1 (stereo not drawn)
-1.3	CC1CCN(C(=O)COC(=O)c2ccc3c(c2)OCO3)CC1
-7.9	CN(Cc1ccccc1)C(=O)c1ccc(NC(=O)C2CCCN(C(=O)OC(C)(C)C)C2)cc1 (stereo not drawn)
1.6	CC1CCCN(C(=O)CN2CCC(c3nc4ccc(Cl)cc4[nH]3)CC2)C1 (stereo not drawn)
-0.3	CCN(CC)S(=O)(=O)c1ccc(C(=O)OCC(=O)NCc2ccco2)cc1
0.8	CCSC1=NC(C)(C)C=C(C)N1
-0.5	COc1ccc(Cl)cc1S(=O)(=O)N1CCCC(C(=O)NCC(N)=O)C1 (stereo not drawn)

(list continues)
TTR transcr act	smiles
1.3	CCOP(=O)(c1ccc(N(C)C)cc1)C(O)c1c(Cl)cccc1Cl (stereo not drawn)
-0.7	CC(C)C(NS(=O)(=O)c1cccs1)C(=O)NCc1ccc2c(c1)OCO2 (stereo not drawn)
0.7	Nc1nccc(/C=C/c2c(Cl)cccc2Cl)n1
1.9	O=c1c2ccccc2nnn1CSc1ccccc1F
-0.3	COC(=O)c1c(NC(=O)CSc2n[nH]c(N)n2)sc(C)c1C
6.6	Cc1onc(-c2c(F)cccc2Cl)c1C(=O)OCc1nnc(-c2ccccc2)o1
1.9	O=C(COc1ccc(/C=N/NS(=O)(=O)c2ccccc2)cc1)Nc1ccc(F)cc1
3.9	CC(C)Oc1ccc(C2CC(=O)N(Nc3ccc([N+](=O)[O-])cc3[N+](=O)[O-])C2=O)cc1 (stereo not drawn)
11*	O=C(CS(=O)(=O)c1ccccc1)Nc1ccc(S(=O)(=O)Nc2ccccn2)cc1
-1.8	Cc1ccc(S(=O)(=O)N2CCSCCSCCSCCSCC2)cc1
-1.8	Cc1nc(Nc2ccccc2Cl)sc1C(=O)Nc1ccccc1
-2.8	O=C(c1ccccc1NS(=O)(=O)c1ccc(Cl)cc1)N1CCc2ccccc21
-1.3	CCN1CCN(c2nc3c(C)cccn3c(=O)c2/C=C(\C#N)S(=O)(=O)c2ccc(C)cc2)CC1
-2.4	CS(=O)(=O)c1ccc2nc(NC(=O)c3cccs3)sc2c1
-0.6	Cn1c(NC(=O)c2ccccc2)nc2ccccc21
-2.8	COc1ccc(-c2n[nH]c(C)c2-c2ccccc2OC)c(O)c1
1.0	CC1(C2CC2)NC(=O)N(CC(=O)Nc2ccc(F)cc2F)C1=O (stereo not drawn)
-1.3	CCn1cc(CNCc2cn(-c3ccccc3C)nc2-c2ccc(OC)c(F)c2)cn1
1.5	CCOc1ccc(C(=O)Nc2ccccc2N2CCOCC2)cc1
1.3	Cc1ccc(CSc2ccc(S(=O)(=O)N3CCOCC3)cn2)cc1
-0.6	O=C(NNc1cccc(Cl)n1)c1ccc(Cl)nc1
-1.5	CC1CC(C)CN(S(=O)(=O)c2ccc(NN)nc2)C1 (stereo not drawn)
-0.5	CC(C)Cc1nnc(NC(=O)CCN2C(=O)c3ccccc3C2=O)s1
0.3	Cc1ccccc1NC(=O)CCN1CCN(C)CC1
-1.1	CCC(C)(C(=O)NC1CCCCC1)N(C(=O)c1cnccn1)c1c(C)n(C)n(-c2ccccc2)c1=O (stereo not drawn)
2.5	Cc1c(CC(=O)N[C@@H](CCCNC(N)=O)C(=O)O)c(=O)oc2cc3oc4c(c3cc12)CCCC4
0.5	CCCC1=C(C(=O)OCC)C(c2cccs2)C(C#N)=C(N)O1 (stereo not drawn)
0.1	COc1ccc(NC(=O)c2oc3ccccc3c2NC(=O)COc2ccccc2OC)c(OC)c1
-0.6	OC1(C#CCN2CCOCC2)CCCCC1
8.2	CN1C(=O)CC(c2ccccc2)CC1=O
0.6	COC(=O)C[n+]1cccc2ccccc21
0.2	CCOc1ccc(NC(=O)CCC(=O)c2ccc(OC)cc2)cc1
0.0	Cc1ccc(Cn2cc(COC(=O)NCC(C)C)nn2)cc1
4.1	CCCCCCOc1ccc(N2C(=O)CC(SCCN)C2=O)cc1 (stereo not drawn)
0.1	O[C@H]1CN(CC2CCCCC2)[C@@H](c2ccccc2)C[C@@H]1n1cc(C2CC2)nn1
-0.9	Cc1cccc(OCC(=O)N=Nc2c(O)[nH]c3ccc([N+](=O)[O-])cc23)c1
-0.2	CCc1ccc(N2CC(C(=O)Nc3cccc(C(=O)NC4CC4)c3)CC2=O)cc1 (stereo not drawn)
2.9	Cc1ccc(NC(=O)CCC(=O)NNC(=O)NC23CC4CC(CC(C4)C2)C3)cc1C
1.1	C/C(=N/N1CCN(Cc2cccc3ccccc23)CC1)c1ccco1
4.7	CC(=O)c1ccc(NC(=O)c2cc(Cl)sc2Cl)cc1
-1.1	Cc1ccc(OCC(=O)N/N=C/c2ccncc2)cc1
-1.2	COc1ccc(/C=N/N2CCOCC2)cc1COc1ccc(F)cc1
-1.3	COc1ccc(-c2csc(C(C)(O)c3cccc(F)c3)n2)cc1 (stereo not drawn)
0.1	COc1ccccc1CN1C[C@@H]2C[C@@H](C3=Cc4cc(Cl)ccc4OC3)N3CCC[C@@]23C1=O
-1.2	COC(=O)C1=C(C(=O)OC)[C@@H]2N(C)c3ccc(OC)cc3[C@@]23C[C@@H](C(=O)OC)N(C(=O)c2ccco2)C3=N1
-1.3	CCc1ccc(NC(=O)C2C3CCC(O3)C2C(=O)O)cc1 (stereo not drawn)
2.1	CC(C)C(=O)Nc1ccc(NC(=O)c2ccc(COc3ccccc3)cc2)cc1
-0.6	COC(=O)c1c(C(=O)OC)c2c(-c3ccccc3)cc3cccc1n32
-1.8	COc1cccc(C2CC(=O)Nc3cc4c(cc32)OCCO4)c1OC(C)C (stereo not drawn)
1.2	O=C(CSCCc1ccccn1)Nc1ccc(Br)cn1

Other structures follow:
TTR transcr act	smiles
-0.3	CCC(/C=N/NC(=O)c1ccccc1F)CC
-2.1	CNC(=S)N(CCc1c(C)[nH]c2ccc(C)cc12)Cc1ccc(OC)c(OC)c1
0.4	O=C(NC(Cc1ccc2c(c1)OCO2)C(=O)N1CCCC1C(=O)O)c1ccccc1 (stereo not drawn)
-1.1	CC1Sc2ccc(C(=O)N(CCc3ccccc3)Cc3ccccc3)cc2NC1=O (stereo not drawn)
0.2	O=C(CCC1CCCN(Cc2ccc(O)c(Cl)c2)C1)NCc1ccccc1F (stereo not drawn)
-1.0	O=C(CSc1nnc(CCc2ccccc2)n1-c1ccc(Cl)cc1)NCc1ccccc1
-2.0	CC1(c2ccc3c(c2)OCCO3)NC(=O)N(CC(=O)Nc2ccccc2)C1=O (stereo not drawn)
-1.5	CC(C(=O)O)N1C(=O)c2cccc3cccc1c23 (stereo not drawn)
6.2	O=C(CCC1CCCC1)Nc1ccccc1-c1ccccc1
4.2	CCSc1nnc(NC(=O)CSc2nc(C)cc(C)n2)s1
0.2	Cc1ccc(/C=N/NC(=O)Cc2cccs2)o1
-1.1	O=C(c1cc(-c2ccncc2)nc2ccccc12)N1CCOCC1
0.9	COc1ccc(Cc2nc3ccccc3n2CC(=O)N/N=C/c2ccc(O)cc2)cc1OC
-0.9	CCOc1cccc(C(=O)Nc2cccc(NC(=O)c3ccco3)c2)c1
-1.3	COc1ccc(CCNC(=O)COc2ccc(-c3ccc(C)cc3)cc2)cc1OC
4.5	CCc1ccccc1NC(=O)Nc1cccs1
-1.3	Cc1ccc(C(C)C)cc1OCC(=O)NC1CCCCCCC1
-0.3	O=C(C1CCCCC1)N1CCC(CO)(Cc2ccccc2Cl)CC1
4.8	O=C(COC(=O)/C=C/C(=O)N1CCN(c2ccccc2)CC1)NCc1ccc(F)cc1
4.7	O=C(COC(=O)c1cnccn1)Nc1cc(S(=O)(=O)N2CCOCC2)ccc1Cl
-0.5	CCOC(=O)c1cc2oc(C)cc2n1CC(=O)OC1CCCCC1
4.1	Cc1ccc2nc(-c3ccccn3)cc(C(=O)N3CCN(c4ncccn4)CC3)c2c1
-2.3	Cc1ccc(-n2ncc(C(=O)Nc3cc(Cl)ccc3Cl)c2C2CCNCC2)cc1
1.6	COc1ccc([C@H]2C(C#N)=C([S-])N[C@](C)(O)[C@@H]2[n+]2ccccc2)cc1
-1.0	Cc1ccc(CN2C(=O)C(CC(C)C)Nc3ncnc(N4CCOCC4)c32)cc1 (stereo not drawn)

Structural class: the entries above containing a thiophene ring, fused or not (13)
TTR transcr act	smiles
-0.3	O=S(=O)(c1ccc(Br)s1)N1CCc2ccccc2C1
1.2	CC(C)NC(=O)c1cc(C2CCCCN2S(=O)(=O)c2cccs2)on1 (stereo not drawn)
-3.9	N#C/C(=N\Nc1ccc(Cl)cc1)C(=O)c1ccsc1
-1.2	CC1=C(C(=O)Nc2ccccc2)C(c2cccs2)n2nnnc2N1 (stereo not drawn)
-1.7	CCc1cc(C(=O)c2ccc(OC)cc2)c(N)s1
-0.7	CCOC(=O)c1c(NC(=O)CSc2nnc(C)o2)sc(C)c1C
-0.7	CC(C)C(NS(=O)(=O)c1cccs1)C(=O)NCc1ccc2c(c1)OCO2 (stereo not drawn)
-0.3	COC(=O)c1c(NC(=O)CSc2n[nH]c(N)n2)sc(C)c1C
-2.4	CS(=O)(=O)c1ccc2nc(NC(=O)c3cccs3)sc2c1
0.5	CCCC1=C(C(=O)OCC)C(c2cccs2)C(C#N)=C(N)O1 (stereo not drawn)
4.7	CC(=O)c1ccc(NC(=O)c2cc(Cl)sc2Cl)cc1
0.2	Cc1ccc(/C=N/NC(=O)Cc2cccs2)o1
4.5	CCc1ccccc1NC(=O)Nc1cccs1

Only part of the results is shown; the hit share may differ from the screen's.
